Compound activity: PubChem BioAssay, several laboratories
Autophagy mod = autophagy modulators in MEF cells, primary screen, imaging, high-content, MEF GFP-LC3. MEF GFP-LC3 puncta imaging; test concentration mostly 10 µM. calls only at 10 µM (by protocol). actives 0.98% (n = 190,000). AID 463193, 2010;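 active = percentage of spot-positive cells more than 3 SD above its plate mean, without a fluorescence outlier flag or 80% toxicity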;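 note: spot-positive cell cutoff set from DMSO-treated cells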
Lipid droplet = inhibitors of hepatocyte lipid droplet formation, primary screen, imaging, high-throughput imaging, BODIPY stain; AML12 mouse hepatocytes, oleate lipid droplets; inhibition, % at 6.5 µM; actives 0.4% (n = 240,000); AID 1656, 2009;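 active = lipid droplet intensity inhibited by at least 50%, with more than 500 cells counted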
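Assay system: AML12 mouse liver cells | Compound dosing: One dose, 6.5 µM compound | Read-out basis: Droplet intensity reduction, % inhibition | Measured by: Fluorescence imaging, 20x objective, two fields per well | Schedule: Overnight treatment with compound plus oleate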
WT yeast gro inh = growth inhibition of WT strain, primary screen, mitochondrial fusion inhibitor project, WT and mutant strains, chemical genetic | AID 1362, 2008 | inhibition, % at 10 µM | actives 2.1% (n = 190,000) | mitochondrial fusion phenotypic screen; in the data active = inhibition above about 58%; tested in S. cerevisiae
West Nile antiviral = West Nile virus antiviral activity, cell-based, CPE readout (AID 1621) | West Nile virus-infected cells, CPE inhibition; higher % means a stronger effect | CPE inhibition, % at 10 µM, or IC50 in µM where a hit was titrated | actives 0.02% (n = 290,000); in the data active = a potency from the dose series; note: strong numbers were not always called active
T cell HTS = modulators of CD8 T cell-vesicle binding, primary screen, mouse 2C CD8+ T cells, flow cytometry; 2C CD8+ T cell-vesicle binding; active compounds read low; calls only at 7 µM; actives 0.068% (n = 330,000);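 active = response, share of CD8 T cells binding vesicles, and their 90th percentile fluorescence all below set limits, cut at about 80% in these data, passing the limit was not always enough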
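Read-out – percent CD8+ FL2 mean versus row control · System – murine 2C transgenic CD8+ T lymphocytes · Times – 1.5 h cell–vesicle binding at 37 °C, then 20 min icy labelling · Control set – naked vesicles low, QL9 vesicles with vehicle high · Detection – cytometric PE anti-B7-1 and Alexa647 anti-CD8 signals after 1% paraformaldehyde fixation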
MT stabilizer = microtubule stabilizers in HeLa cells, primary screen, imaging, high-content imaging. actives 0.83% (n = 200,000). HeLa tubulin immunostaining HCS, 24 h; share of cells brighter than vehicle mean+2SD. % tubulin-high responders, % at 10 µM;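 active = plate Z-score above 3 for both tubulin-high and condensed-nucleus cell shares, with cell loss under 80%, at 10 µM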;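 note: anti alpha tubulin signal scored within the nucleus-defined area of each cell; some results filed as inactive read as strong as hits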
b-catenin transl = modulators of beta-catenin nuclear translocation, primary screen, imaging, HeLa cells, immunofluorescence, high-content | nuclear translocation activity, % at 5 µM | actives 0.3% (n = 190,000) | AID 1665, 2009;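 active = nuclear translocation activity above 50% at 5 µM, with a well cell count of 50 or more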;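 note: per-cell ratio of nuclear to cytoplasmic median beta-catenin stain intensity; plate controls were DMSO negative control for no effect and GSK-3 inhibitor IX positive control for full effect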
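Signal – beta-catenin immunofluorescence imaging with DAPI · Test system – human HeLa cell line · Dosing – 5 µM primary single dose, 0.1% DMSO, 0.02–20 µM confirmation series · Measure – % activation, nuclear-to-cytoplasmic median beta-catenin signal ratio per cell · Incubation – 24 h compound exposure at 37°C, 5% CO2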
Myeloid diff 2 = induction of myeloid progenitor differentiation, primary screen, cell-based, flow cytometry, MLPCN library; actives 1% (n = 360,000); AID 624256, 2012; calls only at 10 µM; ER-HoxA9 myeloid progenitors, lysozyme-GFP differentiation;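 active = normalized GFP-positive differentiation at or above the plate's own cutoff, the solvent-only control mean plus 3 SD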;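 note: cells exposed to compound for four days before flow analysis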
Ins promoter up = insulin promoter activators in MIN6 cells, imaging, high-content screening, mouse beta cells. z-score at 5 µM. MIN6 insulin promoter-GFP reporter; active compounds read high. actives 0.3% (n = 190,000);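 active = z-score above 3 at 5 µM with at least 500 cells counted in the well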
WT yeast gro inh mutant strain = recorded beside WT yeast gro inh, whose call it bears; inhibition, %; mitochondrial fusion phenotypic screen, mutant strain inhibition
Ins promoter up cell count = recorded beside Ins promoter up, whose call it bears; cell count; measured here: cytotoxicity, nuclei count;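 total cells summed across four imaged fields per well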
Lipid droplet cells 6.5 µM = recorded beside Lipid droplet, whose call it bears; cell count; measured here: cell count, cytotoxicity flag;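 cells counted across two imaged fields per well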
b-catenin transl cell count 5 µM = recorded beside b-catenin transl, whose call it bears; cell count; measured here: cell count, cytotoxicity flag
T cell HTS vesicle-bound % = also measured in T cell HTS; calls as there; double positive events, %; measured here: CD8+ vesicle-bound cell fraction;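 binding gate set so that unloaded-vesicle control wells show 10% double positive cells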
MT stabilizer Hoechst-high % = recorded beside MT stabilizer, whose call it bears; % Hoechst-high responders; measured here: nuclear condensation Hoechst responders;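 share of cells brighter than vehicle mean plus two SD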
MT stabilizer cytotoxicity % = second read-out of MT stabilizer, no call of its own (marks repeat the call); toxicity, %; measured here: cytotoxicity by cell density;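 0% = mean cell density of plate MIN control wells and 100% = no cells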
Autophagy mod cell loss 18 h = second read-out of Autophagy mod, no call of its own (marks repeat the call); toxicity, %; measured here: cell loss, nuclei count;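 cell loss after 18 h compound exposure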
Myeloid diff 2 GFP+ MAC1+ % = recorded beside Myeloid diff 2, whose call it bears; GFP+ MAC1+ double positive, %; measured here: differentiation confirmed by MAC1 staining
Active calls of the source: *; i = inactive; . = no result given; + = active, no number.

The first four compounds, ahead of the listing:
SMILES | Autophagy mod | Autophagy mod cell loss 18 h | Lipid droplet | Lipid droplet cells 6.5 µM | WT yeast gro inh | WT yeast gro inh mutant strain | West Nile antiviral | T cell HTS | T cell HTS vesicle-bound % | MT stabilizer | MT stabilizer Hoechst-high % | MT stabilizer cytotoxicity % | b-catenin transl | b-catenin transl cell count 5 µM | Myeloid diff 2 | Myeloid diff 2 GFP+ MAC1+ % | Ins promoter up | Ins promoter up cell count
CCN(C(=O)c1cccc(Br)c1)c1ccccc1 | i | -7 | -32 | 698 | -16 | 0 | -0.4% | i | 25 | 6.7 | 2.8 | 4.9 | -0.7 | 454 | i | 0.1 | 0.14 | 1162
COc1c(F)c(F)cc2c(=O)c(C(=O)O)cn(C3CC3)c12 | . | . | 2 | 390 | . | . | -0.7% | i | 33 | . | . | . | . | . | i | 0.7 | . | .
CCOC(=O)CC1C(=O)NCCN1c1nc2ccc(C)cn2c(=O)c1/C=C1\SC(=S)N(CC(C)C)C1=O (stereo unspecified) | . | . | 41 | 759 | . | . | 0.1% | i | 73 | . | . | . | 24 | 1222 | + | 4.6* | . | .
CCCCCn1c(=O)[nH]c2cc(C(=O)N3CCN(CC)CC3)ccc2c1=O | i | -5 | 2 | 783 | 2 | 9 | -0.4% | i | 33 | 1.5 | 1.2 | 5.7 | . | . | i | 0.6 | . | .

Results (from the top)
SMILES | Autophagy mod | Autophagy mod cell loss 18 h | Lipid droplet | Lipid droplet cells 6.5 µM | WT yeast gro inh | WT yeast gro inh mutant strain | West Nile antiviral | T cell HTS | T cell HTS vesicle-bound % | MT stabilizer | MT stabilizer Hoechst-high % | MT stabilizer cytotoxicity % | b-catenin transl | b-catenin transl cell count 5 µM | Myeloid diff 2 | Myeloid diff 2 GFP+ MAC1+ % | Ins promoter up | Ins promoter up cell count
CCN(C(=O)c1cccc(Br)c1)c1ccccc1 | i | -7 | -32 | 698 | -16 | 0 | -0.4% | i | 25 | 6.7 | 2.8 | 4.9 | -0.7 | 454 | i | 0.1 | 0.14 | 1162
COc1c(F)c(F)cc2c(=O)c(C(=O)O)cn(C3CC3)c12 | . | . | 2 | 390 | . | . | -0.7% | i | 33 | . | . | . | . | . | i | 0.7 | . | .
CCOC(=O)CC1C(=O)NCCN1c1nc2ccc(C)cn2c(=O)c1/C=C1\SC(=S)N(CC(C)C)C1=O (stereo unspecified) | . | . | 41 | 759 | . | . | 0.1% | i | 73 | . | . | . | 24 | 1222 | + | 4.6* | . | .
CCCCCn1c(=O)[nH]c2cc(C(=O)N3CCN(CC)CC3)ccc2c1=O | i | -5 | 2 | 783 | 2 | 9 | -0.4% | i | 33 | 1.5 | 1.2 | 5.7 | . | . | i | 0.6 | . | .
Cc1ccc(S(=O)(=O)Oc2ccc(/C=C3/C(=N)N4C(=NC3=O)SN=C4S(C)(=O)=O)cc2)cc1 | . | . | -2 | 691 | . | . | 0.6% | i | 38 | . | . | . | . | . | i | 1.4 | . | .
Cc1oc(-c2ccccc2F)nc1CS(=O)CC(=O)NC1CC1 (stereo unspecified) | . | . | 21 | 829 | . | . | 0.1% | i | 8 | . | . | . | . | . | i | 2.2 | . | .
Cc1ccc(S(=O)(=O)NC(CC(=O)N2CCOCC2)c2ccco2)cc1 (stereo unspecified) | i | -6 | -6 | 667 | 56 | 8 | -0.1% | i | 37 | 4.5 | 2.9 | 6.4 | 0.0 | 1011 | i | 0.6 | 0.82 | 1804
Cc1nc(N2CCC(C)CC2)c2c(C)c(C(=O)Nc3ccccc3C(F)(F)F)sc2n1 | i | -11 | -8 | 662 | 52 | 12 | -1.4% | i | 48 | 6.6 | 0.9 | 6.0 | -4.5 | 1008 | i | 0.8 | -1.1 | 1500
Cc1cnc(NC(=O)CSc2ccccc2)s1 | i | 30 | -2 | 770 | 10 | 17 | 0.3% | i | 33 | 2.2 | 1.2 | 7.0 | -5.5 | 1240 | + | 24* | -0.21 | 859
Cc1nc2nc(C)c(CCC(=O)N3CCN(c4ccccn4)CC3)c(C)n2n1 | i | 0 | . | . | -13 | -7 | 0.5% | i | 17 | 2.4 | 1.7 | 10 | -1.6 | 955 | i | 0.4 | -0.42 | 1470
C=CCN1C(=O)C2C(C(=O)NC)C3C=CC2(O3)C1C(=O)NCc1ccc(OC)cc1 (stereo unspecified) | i | 17 | . | . | -3 | -1 | -0.3% | i | 57 | 4.0 | 1.9 | 7.9 | -4.9 | 1027 | i | 0.3 | -0.45 | 1205
N#Cc1ccc(Oc2ccc(C(F)(F)F)cc2NC(=O)c2ccc(F)cc2)cc1 | . | . | -1 | 666 | . | . | 0.8% | i | 45 | . | . | . | -1.1 | 1116 | i | 0.5 | 0 | 1586
O=C(CCCCCn1c(=S)[nH]c2cc3c(cc2c1=O)OCO3)N1CCN(C(=O)c2ccco2)CC1 | i | 4 | . | . | 69* | -5.4* | 0.1% | i | 55 | 1.6 | 1.5 | 4.9 | 0.1 | 1387 | i | 2.3 | -0.31 | 1694
CCCCNC(=O)c1ccc(N2CCC3(CC2)OCCO3)c([N+](=O)[O-])c1 | i | -7 | 15 | 657 | -4 | -26 | -0.7% | i | 3 | 1.4 | 1.5 | 5.5 | -1.4 | 1023 | i | 1.3 | -0.08 | 1091
O=C(Nc1cc(C(F)(F)F)ccc1Cl)C(=O)N1CCCCC1 | i | -7 | -6 | 658 | -2 | -7 | -0.8% | i | 6 | 5.5 | 2.0 | 5.8 | 5.2 | 925 | i | 0.0 | -0.61 | 1363
COc1ccccc1-c1nc2n(n1)C(c1ccc(Cl)cc1)C(C(N)=O)=C(C)N2 (stereo unspecified) | i | 2 | -13 | 687 | 7 | 0 | -0.4% | i | 21 | 3.0 | 2.4 | 0.7 | 1.6 | 1160 | i | 1.2 | . | .
CC1=NN(c2ccccc2)C(=O)/C1=C\c1cc(C)n(-c2cccnc2)c1C | . | . | 2 | 775 | . | . | 0.8% | i | 40 | . | . | . | 0.8 | 1263 | i | 0.5 | 0.03 | 1081
COc1ccc(OCCSc2ncn[nH]2)cc1 | i | 0 | . | . | -14 | 1 | 0.5% | i | 6 | 3.3 | 1.4 | 1.0 | -0.5 | 1378 | i | 4.4 | -0.18 | 1683
Cc1ccc(/C=C2\SC(=S)N(C3CCS(=O)(=O)C3)C2=O)cc1 (stereo unspecified) | i | 3 | 2 | 733 | 1 | 4 | 0.7% | i | 24 | 2.4 | 4.0 | 4.2 | . | . | i | 0.9 | 0.55 | 1250
COc1ccc(C(CNC(=O)c2ccc(OCC3CCCO3)cc2)N2CCOCC2)cc1 (stereo unspecified) | i | -4 | -12 | 657 | 8 | -3 | -0.2% | i | 67 | 2.7 | 1.3 | 23 | 0.3 | 973 | i | 0.8 | 0.54 | 1634
CCCc1ccc(OCc2ccc(C(=O)OC)o2)c(OC)c1 | i | -1 | -8 | 797 | 2 | -31 | 0.4% | i | 19 | 1.0 | 0.9 | 8.9 | . | . | i | 0.2 | 0.06 | 1222
C=CCOc1ccc(CNc2ccc(NC(=O)CC(C)C)cc2)cc1OC | i | 5 | -12 | 651 | 0 | -17 | -0.5% | i | 43 | 2.4 | 3.3 | 7.8 | . | . | i | 0.3 | 0.03 | 1345
O=C(O)c1cc(-c2ccc3ccccc3n2)nc2ccccc12 | . | . | 5 | 862 | . | . | 1.5% | i | 56 | . | . | . | . | . | i | 0.4 | . | .
Cc1ccc(-c2nn(-c3ccccc3)cc2/C=C/C(=O)Nc2cccc(S(N)(=O)=O)c2)cc1 | i | 12 | 20 | 595 | 15 | -7 | -0.5% | i | 35 | 2.2 | 3.0 | 2.9 | 5.3 | 829 | i | 0.2 | -0.82 | 1676
Cc1cccc(N(CC(=O)N/N=C/c2cc([N+](=O)[O-])ccc2Cl)S(C)(=O)=O)c1C | i | 6 | . | . | -22 | -8 | -0.3% | i | 55 | 3.6 | 1.4 | 1.7 | -2.2 | 1341 | i | 0.1 | -0.86 | 1413
The list goes on:
SMILES | Autophagy mod | Autophagy mod cell loss 18 h | Lipid droplet | Lipid droplet cells 6.5 µM | WT yeast gro inh | WT yeast gro inh mutant strain | West Nile antiviral | T cell HTS | T cell HTS vesicle-bound % | MT stabilizer | MT stabilizer Hoechst-high % | MT stabilizer cytotoxicity % | b-catenin transl | b-catenin transl cell count 5 µM | Myeloid diff 2 | Myeloid diff 2 GFP+ MAC1+ % | Ins promoter up | Ins promoter up cell count
Brc1ccc(-c2csc(N3CCCCCC3)n2)cc1 | . | . | -4 | 789 | . | . | 0.4% | i | 52 | . | . | . | . | . | i | 0.9 | . | .
CC(=O)NC1(c2ccccc2)CCN(C(=O)N2CCOCC2)CC1 | i | 2 | -3 | 733 | -3 | 6 | 0.3% | i | 47 | 1.3 | 1.6 | 12 | . | . | i | 1.8 | -0.15 | 918
Cc1cccc(NC(=O)c2cc(=O)c3ccccc3o2)n1 | i | 1 | . | . | -20 | -10 | 0.5% | i | 20 | 2.7 | 1.1 | 5.2 | -0.7 | 1353 | i | 0.3 | -0.32 | 1535
CC(Sc1ccc(Cl)cc1)C(=O)Nc1ccccc1-c1ccccc1 (stereo unspecified) | i | -15 | -1 | 661 | 75* | 10* | -1.0% | i | 46 | 6.0 | 2.3 | 5.8 | 0.6 | 1048 | i | 0.2 | 0.96 | 1406
COc1ccc(/C=C2/C(=O)N(c3cccc(F)c3)N=C2C)c(OC)c1 | . | . | 18 | 814 | . | . | -0.7% | i | 16 | . | . | . | . | . | i | 1.5 | . | .
COc1ccccc1NS(=O)(=O)c1cc(NC(=O)CC(C)(C)C)ccc1N1CCOCC1 | i | -5 | 3 | 701 | 9 | -4 | -0.7% | i | 59 | 3.5 | 2.8 | 7.5 | -1.0 | 1095 | i | 0.4 | -0.49 | 1258
